# USP2a inhib = qHTS Assay for Inhibitors of Ubiquitin-specific Protease USP2a; Ubiquitin carboxyl-terminal hydrolase 2 (Homo sapiens), O75604; USP2a enzymatic assay, qHTS inhibition; Potency, µM (titrated, usually from 38.3 µM), for inactives: at the top dose activity change, negative = inhibition, most hits filed as inhibitors; 60,000 tested, 0.1% active; AID 927, 2007;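 note: potency is the fitted concentration of half-maximal effect; nearly all actives have a fitted effect of over 60% in size; plate controls were DMSO for no effect and NEM full inhibition control for full effect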
# Target sequence (O75604 whole entry, looked up): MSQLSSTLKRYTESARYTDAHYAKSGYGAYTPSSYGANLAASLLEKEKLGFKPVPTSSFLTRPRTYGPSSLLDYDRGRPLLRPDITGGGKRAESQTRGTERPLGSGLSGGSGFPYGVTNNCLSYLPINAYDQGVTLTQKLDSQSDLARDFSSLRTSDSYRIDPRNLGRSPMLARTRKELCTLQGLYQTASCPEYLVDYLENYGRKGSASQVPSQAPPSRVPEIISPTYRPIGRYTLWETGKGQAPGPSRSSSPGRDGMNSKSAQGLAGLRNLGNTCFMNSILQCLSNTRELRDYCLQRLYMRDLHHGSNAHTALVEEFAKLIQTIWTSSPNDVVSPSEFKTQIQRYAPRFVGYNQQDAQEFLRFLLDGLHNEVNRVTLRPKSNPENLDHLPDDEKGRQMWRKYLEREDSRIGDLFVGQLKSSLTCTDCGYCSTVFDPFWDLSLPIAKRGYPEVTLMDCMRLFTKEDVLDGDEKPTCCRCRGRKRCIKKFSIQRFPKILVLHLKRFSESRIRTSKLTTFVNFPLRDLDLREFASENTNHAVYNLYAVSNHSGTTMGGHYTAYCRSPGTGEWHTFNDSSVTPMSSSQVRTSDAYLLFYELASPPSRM
#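 Coupled readout: USP2-cleaved Ub-PLA2 (20nM final) turns over NBD C6-HPC (20uM final), Ex 460nm/Em 535nm after 2.5 h, time-zero read flagging artifacts. Enzyme (20nM final, pH 8.0 Tris) given 30 min RT with compound first; NEM defines full inhibition.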
# HADH2 inhib = qHTS Assay for Inhibitors of HADH2 (Hydroxyacyl-Coenzyme A Dehydrogenase, Type II); Potency, µM (doses to about 57.1 µM), without a hit: at the top dose activity change, negative = inhibition, usual class: inhibitors; AID 886, 2007; recombinant HADH2, NADH fluorescence, beta-hydroxybutyryl-CoA; 73,000 tested, 3.4% active; 3-hydroxyacyl-CoA dehydrogenase type-2 (Homo sapiens), Q99714; note: potency is the fitted concentration of half-maximal effect; % is set by controls: 0 for no effect and ±100 for the full control effect; nearly all actives have a fitted effect of over 60% in size; many of its hits are not listed in these tables
# Target sequence (Q99714 whole entry, looked up, one chain of several): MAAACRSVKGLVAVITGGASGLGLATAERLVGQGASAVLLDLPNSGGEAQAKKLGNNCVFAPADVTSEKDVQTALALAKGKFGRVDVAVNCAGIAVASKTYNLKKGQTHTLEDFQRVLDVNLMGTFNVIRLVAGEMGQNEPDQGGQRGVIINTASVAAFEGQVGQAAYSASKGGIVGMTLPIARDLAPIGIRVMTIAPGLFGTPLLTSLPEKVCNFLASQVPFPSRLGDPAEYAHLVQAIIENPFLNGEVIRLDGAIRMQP
#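 Buffer 100 mM Tris-HCl pH 9.0/0.01% Tween-20; HADH2 20 nM; NAD+ 1 mM; beta-hydroxybutyryl-CoA 90 uM (all final). 15 min cpd preincubation, RT.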
# UbGFP stabilizer = Ubiquitin-GFP Assay | 67,000 tested, under 10 active | AID 526, 2006 | Potency, µM (highest dose often 45.9 µM), without a hit: at the top dose activation (GFP accumulation), hits mostly activators | Ubiquitin-GFP reporter cells, proteasome inhibition, GFP fluorescence; response scale: untreated = 0%, 10 µM MG-132 = 100%; active = well fitted activation curve with a large enough effect, not every such curve was filed as active; inconclusive = small, poorly fitted or top-dose-only effect, or another doubt; inactive = no such curve, though single readings can be large or run the other way; note: potency is the fitted concentration of half-maximal effect
#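 GFP accumulation read-out: laser plate cytometry counting ubiquitin(G76V)-GFP-expressing U2OS cells after 4 hr compound exposure at 37 °C. Titrations spanned 46 uM to 2.9 nM; 0% = basal, 100% = 10 uM MG-132; concentration-response curves fitted.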
# Hsp90 Hop PPI = qHTS Assay for Disrupters of an Hsp90 Co-Chaperone Interaction. AlphaScreen TPR2A-His6 binding biotin-Hsp90 C-terminal peptide. Potency, µM (titrated, usually from 57 µM), for the others: at the highest dose activity change, negative = inhibition. 71,000 tested, 0.44% active. AID 595, 2007; active = well fitted curve in either direction with a large enough effect; inconclusive = small, poorly fitted or top-dose-only effect, or another doubt; note: potency is the fitted concentration of half-maximal effect; % is set by controls: 0 for no effect and ±100 for the full control effect; many of its hits are not listed in these tables
# DNA Pol III inh = qHTS Assay for Inhibitors of DNA Polymerase III Holoenzyme System; reconstituted DNA polymerase III holoenzyme replication, biochemical; Potency, µM (top dose mostly 57.1 µM), without a hit: top-dose activity change, negative = inhibition; 71,000 tested, 0.25% active; AID 603, 2007; note: potency is the fitted concentration of half-maximal effect; % is set by controls: 0 for no effect and ±100 for the full control effect
#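 Reconstituted *E. coli* holoenzyme (0.35 nM Pol III, 1 nM beta, 154 nM SSB, 2 nM primase) was preincubated with compound for 15 min at RT. Synthesis on 1.4 nM ssM13Gori ran 35 min, then was stopped with PicoGreen/EDTA and read as dsDNA fluorescence.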
# Epigenetic mod = qHTS Assay for Epigenetic Modulators; mouse C127i GFP locus derepression, cytometry, 30 h; Potency, µM (series often up to 46.1 µM), for inactives: top-dose GFP derepression (activation); 68,000 tested, 0.09% active; note: % of control where 0% means no effect
#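 Read-out is the number of GFP-positive cells, scored as fluorescent objects 20 to 120 um wide, reflecting derepression of a silenced CMV-GFP reporter in murine C127i cells after 30 h compound exposure at 37 C.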
# BRCT inh green = qHTS Assay for Inhibitors of BRCT-Phosphoprotein Interaction (Green Fluorophore) | 75,000 tested, 0.05% active | Potency, µM (titrated, usually from 76.9 µM), for the others: top-dose activity change, negative = inhibition, actives largely listed as inhibitors | BRCA1 BRCT-phosphopeptide binding, green fluorescence polarization;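 note: potency is the fitted concentration of half-maximal effect; plate controls were peptide without protein for full effect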
#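 Fluorescence polarization: His-tagged BRCT (~35 kDa BRCA1 C-terminus, 250 nM) bound to 100 nM fluorescein-labeled phosphorylated 10-aa BACH1 peptide, pH 7.3 phosphate buffer with DTT and Tween 20. Compounds incubated 12 min at room temperature; inhibition read as lowered polarization.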
# BRCT PPI red = qHTS Assay for Inhibitors of BRCT-Phosphoprotein Interaction (Red Fluorophore); Breast cancer type 1 susceptibility protein (Homo sapiens), P38398; 75,000 tested, 0.03% active; Potency, µM (highest dose often 76.9 µM), inactives show top-dose activity change, negative = inhibition, usual class: inhibitors; BRCT-phosphopeptide binding, red fluorescence polarization; note: % is set by controls: 0 for no effect and ±100 for the full control effect
#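 Rhodamine-labelled pBACH1 10-mer (100 nM) bound to BRCT domain (100 nM) at pH 7.3; compounds incubated 12 min room temperature, polarization read. Free peptide defines full inhibition; unlabelled decapeptide titrated as control.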
# CRE-bla Fsk = Cell signaling CRE-BLA (Fsk stim); CHO CRE-bla reporter (cAMP response element driving beta-lactamase), forskolin EC10, beta-lactamase ratio; Potency, µM (top dose mostly 38.2 µM), inactives show at the highest dose activity change, negative = inhibition, most hits filed as activators; 71,000 tested, 2.5% active; AID 662, 2007; active = well fitted activation curve with a large enough effect in the signal ratio, with a control signal flat, not every such curve was filed as active; inconclusive = small, poorly fitted or top-dose-only effect, or effect the other way, or a change in a side signal; the % refers to the signal ratio; note: potency is the fitted concentration of half-maximal effect; % of control where 0% means no effect
#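 Forskolin analogue NKH 477 at EC10 stimulated CRE-driven beta-lactamase in CHO cells alongside compound dilution series. Beta-lactamase was measured with CCF4, excitation 405 nm, emission ratio 460/530 nm.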
# 15-hLO inh = qHTS Assay for Inhibitors of 15-hLO (15-human lipoxygenase); AID 887, 2007; 74,000 tested, 1.4% active; purified 15hLO-1, xylenol orange hydroperoxide absorbance; Potency, µM (titrated, usually from 57.1 µM), inactives show at the highest dose activity change, negative = inhibition, most hits filed as inhibitors; Polyunsaturated fatty acid lipoxygenase ALOX15 (Homo sapiens), P16050; note: potency is the fitted concentration of half-maximal effect; % is set by controls: 0 for no effect and ±100 for the full control effect; nearly all actives have a fitted effect of over 55% in size
#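 Hydroperoxide formed from arachidonic acid (50 uM) by purified human 15hLO-1 (40 nM) oxidizes ferrous iron, and the ferric-xylenol orange complex is read at 573 versus 405 nm. Compounds were preincubated 15 min; reaction ran 6 min at room temperature.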
# HBB splicing = qHTS Assay for Modulators of Hemoglobin Beta Chain Splicing; AID 925, 2007; Potency, µM (highest dose often 46.1 µM), for inactives: at the highest dose activation, usual class: activators; 65,000 tested, 0.06% active; HBB splicing reporter cell assay, activation; EGFP reporter with mutant IVS2-654 intron; response scale: normalised to 500 nM splice-correcting PNA; note: potency is the fitted concentration of half-maximal effect; 0% is about no effect
#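 Compounds were applied for 2 days to HeLa EGFP-654 cells, 500/well in Optimem with 2% FCS. The reporter's EGFP is disrupted by mis-splicing of beta-globin intron IVS2-654. Readout: summed well GFP fluorescence from 488 nm laser scanning; reference was 500 nM antisense […] 654 PNA.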
# Active calls of the source: *; ? = inconclusive; / = not tested or not shown; [ ] = another dose, or the depositor's remark. Unless noted, calls come from the whole dose curve; as a rule, active = well fitted curve in the direction sought with a large enough effect; inconclusive = small, poorly fitted or top-dose-only effect, or another doubt; inactive = no such curve, though single readings can be large; an effect the other way counts as inactive or inconclusive. These rows are one share of the data. The share of hits here may be higher or lower than overall.
Structure	USP2a inhib	HADH2 inhib	UbGFP stabilizer	Hsp90 Hop PPI	DNA Pol III inh	Epigenetic mod	BRCT inh green	BRCT PPI red	CRE-bla Fsk	15-hLO inh	HBB splicing
CS(=O)(=O)N1CCC[C@@]2(CCN(c3ccccc3)C2)C1	37%[activator]	-1%	0%	-13%	-5%	0%[9.22 µM]	-3.2%	-1.6%	-6%	-12%	0.9%
CC(C)(N=NC(C)(C)C(=N)N)C(=N)N	-2%	-10%[11.4 µM]	-3%[9.17 µM]	-7%[11 µM]	-14%[11.4 µM]	3%[9.22 µM]	0.4%[15.4 µM]	0.5%[15.4 µM]	-5%[7.6 µM]	-16%[11.4 µM]	5.0%[9.22 µM]
COc1ccc(-n2c(=O)c(CCc3ccccc3)nc3cnc(OC)nc32)cc1	86%[activator]	-1%	-6%	-2%	-9%	0%[9.22 µM]	-0.1%	-2.6%	25%	-16%	-0.7%
CC(=NC1CCCCC1)C1=C(O)c2ccccc2C1=O	6%	-14%	16%	-5%	-2%	6%	-1.9%	-2.6%	?	0%	-2.7%
CCOc1ccc2nc(-c3ccccc3)[nH]c2c1	36%[activator]	?	-1%	-1%	-2%	-2%	-4.8%	-0.8%	24%	1%	/
CC(=O)Nc1ccc(S(=O)(=O)Nc2nc3ccccc3nc2Sc2nncn2C)cc1	-6%	?	?	0%	0%	1%	-2.9%	-1.8%	-9%	-13%	?
C=C(C)CSc1nc2nc(C)cc(C)n2n1	-1%	-24%	-4%	-3%	-4%	4%	-0.8%	-1.8%	19%	1%	0.1%
CNC(=O)[C@H]1O[C@H](n2cnc3c(NCc4cccc(I)c4)ncnc32)[C@@H](O)[C@@H]1O	/	-4%	8%	0%	-1%	0%	0.0%	1.7%	?	14%[25.6 µM]	/
Cc1cc(CNC(=O)[C@H]2C[C@@H]2[C@H](NP(=O)(c2ccccc2)c2ccccc2)c2ccccc2)nn1C	/	1%	/	-3%	-5%	/	-2.8%	-2.5%	-9%	/	0.8%
CCCc1cc2c(n1Cc1cc(F)cc(F)c1)C(C)C1CN(C(=O)c3ccccc3)C(C)(C(=O)OC)C21 (configuration not stated)	/	-24%	/	-3%	-14%	/	4.7%	0.5%	-28%	/	-0.8%
Cc1ccc(-c2noc(CN3CCC(C(N)=O)CC3)n2)cc1	-7%	6%	-1%	-2%	0%	-4%	-0.1%	0.1%	5%	-3%	-0.8%
COc1ccc2cc(S(=O)(=O)N3CCOCC3)ccc2c1	6%	?	0%	-2%	-4%	0%	3.1%	0.2%	9%	-6%	-0.3%
CCOC(=O)c1oc2ccccc2c1NC(=O)COC	0%	9%	7%	-3%	0%	6%	-2.3%	-3.8%	?	-11%	0.0%
COc1ccc(NC(=O)CSc2nnc(Cc3ccccc3)o2)c(OC)c1	23%	-6%	-3%	0%	-3%	1%	-1.5%	-1.0%	-4%	-1%	/
Cc1ccc(NC(=O)C2CCN(S(=O)(=O)c3cnc[nH]3)CC2)nc1	6%	10%	17%	?	-2%	0%	-2.0%	-0.3%	?	0%	-0.6%
COC(=O)c1ccc2c(c1)SC1=C(CCCC1=O)N2	-4%	-3%	-3%	-9%	-2%	-2%	-4.7%	-27%	5%	16µM*	0.2%
COCc1nnc(NC(=O)CCC2CCCCC2)s1	12%	?	-1%	2%	-2%	-2%	0.5%	-0.2%	8%	1%	-2.4%
CCc1ccc2[nH]c(=O)c(CN(Cc3nnnn3C3CCCC3)C3CCCCC3)cc2c1	24%	8%	1%	-7%	-8%	1%	-2.8%	-1.2%	2%	?	/
O=C(O)CCn1c(=O)sc2ccccc21	-3%	-18%	2%	0%	5%	3%	1.3%	-0.5%	-7%	-11%	0.1%[57.5 µM]
COC(=O)CCn1nnc(-c2ccc(C(C)C)cc2)n1	-1%	13%	-2%	18%	?	2%	-1.3%	-0.3%	0%	-2%	-0.3%[57.5 µM]
CCC(c1nnnn1Cc1ccccc1)N1CCN(C(=O)c2ccco2)CC1 (configuration not stated)	8%	10%	3%	-1%	-6%	1%	0.3%	-1.1%	6%	13%	/
O=C(COc1ccccc1)NCCc1cn2ccsc2n1	/	-8%	-8%	-3%	1%	/	-2.1%	-1.3%	7%	5%	0.1%
CCCc1nnc(SCC(=O)N2CCOCC2)n1CCCOC	/	7%	5%	0%	-4%	-1%	-1.0%	-0.6%	0%	0%	-0.3%[57.5 µM]
COC(=O)c1sccc1NC(=O)c1ccncc1	7%	15%	0%	0%	-1%	12%	0.8%	-0.4%	10µM*	-1%	-2.1%
Cn1c(=O)c2cc(S(=O)(=O)NCCC(=O)N3CC=C(c4ccccc4)CC3)ccc2n(C)c1=O	24%	-2%	-14%	-5%	-3%	-1%	-1.7%	-0.1%	?	-14%	-3.5%
COC(=O)c1cccnc1-n1c(=O)c2cccnc2n(Cc2ccc(Cl)cc2)c1=O	20%	1%	-4%	-1%	-4%	-1%	-0.1%	0.5%	?	6%	-2.3%
O=C(Cn1cc2c(n1)CCCC2)NCCCN1CCN(Cc2ccccc2)CC1	/	5%	-3%	-4%	-1%	3%	-3.3%	0.2%	-9%	1%	-0.9%
CCN1C(=Nc2ccc(Cl)cc2)SC/C1=C\C(=O)OC	-2%	4%	4%	-3%	3%	-3%	-6.7%	0.6%	7%	15%	-0.1%[57.5 µM]
CCCCC(=O)Nc1ccc2c(c1)nc(CCN1CCOCC1)n2C	6%	6%	-1%	-4%	4%	11%	-1.3%	1.3%	2%	8%	-0.7%
Cn1cccc1C(=O)Nc1nc(-c2ccccn2)cs1	28%	6.3µM*	3%	6.3µM*	-6%	?	-0.6%	-1.0%	13%	25%	0.0%[57.5 µM]
CC(=O)NC(Cc1cnc[nH]1)C(=O)O (configuration not stated)	0%[7.66 µM]	3%[11.4 µM]	-19%[9.17 µM]	-9%[11 µM]	-1%[11.4 µM]	0%	-1.7%	-1.9%	14%[7.6 µM]	8%[11.4 µM]	0.6%[0.0738 µM]
NC(=O)CC1NC(=O)c2ccccc21 (configuration not stated)	2%	39%[activator]	-17%	?	-1%	-4%	-2.6%	0.8%	-2%	10%	-1.2%[9.22 µM]
COC(=O)CSc1nnc(CNC(=O)c2ccc(OC)cc2OC)n1C	-4%	4%	-3%	0%	-1%	-1%	-0.4%	1.3%	?	0%	-0.6%
COCc1[nH]nc2c1C(c1ccsc1)C(C#N)=C(N)O2 (configuration not stated)	0%	0%	3%	-2%	-4%	-2%	2.3%	-0.6%	-12%	-10%	/
O=C(Nc1ncc(Br)s1)C(Cc1ccccc1)n1cccc1 (configuration not stated)	/	?	-3%	-1%	1%	-2%	4.7%	0.9%	?	-22%	-1.5%
Cc1cc(N)ccc1NC(=O)c1ccccc1	5%	2%	-9%	-5%	-4%	1%	-2.5%	0.3%	14%	4%	-5.1%
COc1cc2c(cc1NC(=O)CSc1nnc(Cc3cccs3)n1C)oc1ccccc12	-30%	5%	-1%	-11%	0%	0%	0.0%	1.2%	?	-14%	-1.4%
CCn1c(Sc2ccc(N)cc2Cl)nc2ccccc21	3%	4%	4%	-6%	2%	0%	-0.5%	-1.4%	4%	-1%	0.0%

# Compound activity: PubChem, National Center for Advancing Translational Sciences (NCATS)
